Compound activity (PubChem BioAssay)
BAZ2B block: qHTS Assay for Inhibitors of BAZ2B; AlphaScreen BAZ2B-H3K14Ac peptide displacement; Potency, µM (top dose mostly 114 µM), for the others: top-dose activity change, negative = inhibition, most hits filed as inhibitors; 360,000 tested, 4.4% active; note: potency is the fitted concentration of half-maximal effect; % is set by controls: 0 for no effect and ±100 for the full control effect; nearly all actives have a fitted effect of over 60% in size
Target sequence (Q9UIF8 whole entry, looked up): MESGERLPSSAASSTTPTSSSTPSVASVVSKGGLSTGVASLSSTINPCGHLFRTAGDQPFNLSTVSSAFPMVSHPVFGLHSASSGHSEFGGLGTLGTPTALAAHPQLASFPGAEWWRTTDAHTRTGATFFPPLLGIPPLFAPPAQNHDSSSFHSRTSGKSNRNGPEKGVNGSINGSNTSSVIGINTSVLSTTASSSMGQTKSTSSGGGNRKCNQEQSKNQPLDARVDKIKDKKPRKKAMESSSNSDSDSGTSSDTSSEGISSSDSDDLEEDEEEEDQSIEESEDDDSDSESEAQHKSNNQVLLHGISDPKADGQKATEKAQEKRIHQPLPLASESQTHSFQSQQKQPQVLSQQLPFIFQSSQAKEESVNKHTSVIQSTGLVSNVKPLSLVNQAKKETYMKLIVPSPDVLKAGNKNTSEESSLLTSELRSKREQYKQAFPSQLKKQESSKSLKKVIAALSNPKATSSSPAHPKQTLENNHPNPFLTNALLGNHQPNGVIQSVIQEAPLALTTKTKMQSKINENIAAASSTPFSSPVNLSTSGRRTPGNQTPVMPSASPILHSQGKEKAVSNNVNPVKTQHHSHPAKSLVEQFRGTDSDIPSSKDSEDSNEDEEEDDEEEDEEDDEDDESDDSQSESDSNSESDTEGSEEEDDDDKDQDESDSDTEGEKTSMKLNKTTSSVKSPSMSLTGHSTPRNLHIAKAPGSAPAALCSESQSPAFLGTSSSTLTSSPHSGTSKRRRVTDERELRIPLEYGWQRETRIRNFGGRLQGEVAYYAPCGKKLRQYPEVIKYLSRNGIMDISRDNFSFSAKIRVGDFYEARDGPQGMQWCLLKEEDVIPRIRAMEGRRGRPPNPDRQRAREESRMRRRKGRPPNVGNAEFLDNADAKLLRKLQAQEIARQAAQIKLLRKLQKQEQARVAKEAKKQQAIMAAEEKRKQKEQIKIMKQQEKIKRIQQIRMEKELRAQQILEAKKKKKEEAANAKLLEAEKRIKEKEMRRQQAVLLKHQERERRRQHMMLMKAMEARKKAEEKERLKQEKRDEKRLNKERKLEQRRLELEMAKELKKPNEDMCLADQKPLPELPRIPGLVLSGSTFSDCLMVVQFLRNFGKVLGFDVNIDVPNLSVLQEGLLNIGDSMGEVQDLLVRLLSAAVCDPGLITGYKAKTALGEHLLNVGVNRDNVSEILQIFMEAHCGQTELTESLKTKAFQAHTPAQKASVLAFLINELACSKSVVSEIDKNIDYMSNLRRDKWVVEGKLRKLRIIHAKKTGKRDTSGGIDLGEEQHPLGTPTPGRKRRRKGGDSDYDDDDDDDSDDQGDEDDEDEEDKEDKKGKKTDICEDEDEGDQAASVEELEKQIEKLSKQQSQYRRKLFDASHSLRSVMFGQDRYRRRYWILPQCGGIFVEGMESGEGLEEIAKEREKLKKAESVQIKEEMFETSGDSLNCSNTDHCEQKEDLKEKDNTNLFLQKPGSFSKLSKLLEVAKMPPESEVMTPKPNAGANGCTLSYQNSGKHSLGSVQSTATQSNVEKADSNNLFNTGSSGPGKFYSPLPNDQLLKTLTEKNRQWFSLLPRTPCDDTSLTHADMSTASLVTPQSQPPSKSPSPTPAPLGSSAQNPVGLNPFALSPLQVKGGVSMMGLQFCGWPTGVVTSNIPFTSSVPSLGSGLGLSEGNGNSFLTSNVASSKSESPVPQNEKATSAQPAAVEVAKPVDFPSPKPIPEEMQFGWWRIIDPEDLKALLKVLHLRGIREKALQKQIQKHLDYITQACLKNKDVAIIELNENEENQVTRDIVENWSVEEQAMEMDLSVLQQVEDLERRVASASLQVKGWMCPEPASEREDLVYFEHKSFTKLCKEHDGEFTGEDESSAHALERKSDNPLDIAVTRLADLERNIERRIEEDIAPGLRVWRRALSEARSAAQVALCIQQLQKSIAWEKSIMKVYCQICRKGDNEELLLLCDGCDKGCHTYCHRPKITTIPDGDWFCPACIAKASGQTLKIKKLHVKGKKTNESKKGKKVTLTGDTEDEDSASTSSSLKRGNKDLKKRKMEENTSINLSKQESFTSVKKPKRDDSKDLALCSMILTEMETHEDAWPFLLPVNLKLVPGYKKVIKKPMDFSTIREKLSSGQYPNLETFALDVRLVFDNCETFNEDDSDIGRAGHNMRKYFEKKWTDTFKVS
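Protein-peptide AlphaScreen: BAZ2B 50 nM, b-H3K14Ac 50 nM, 1x PBS pH 7.4 + 0.01% Tween-20. Preincubation 30 min RT; cpd 30 min RT (top 110 uM); beads 20 min RT, light-protected.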
G9a block: qHTS Assay for Inhibitors of Histone Lysine Methyltransferase G9a; Histone-lysine N-methyltransferase EHMT2 (Homo sapiens), Q96KQ7; G9a H3K9 monomethylation, AlphaScreen, 2 h; Potency, µM (top dose mostly 102 µM), for inactives: at the highest dose activity, negative = inhibition, most hits filed as inhibitors; 350,000 tested, 8.8% active; note: potency is the fitted concentration of half-maximal effect; % is set by controls: 0 for no effect and ±100 for the full control effect; nearly all actives have a fitted effect of over 75% in size
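G9a (20 nM) was preincubated 15 min with compound, then reacted 2 h at room temperature with 500 nM biotin-H3K9 peptide and 20 µM SAM. Monomethyl-H3K9 detected by AlphaScreen using anti-H3K9me1 antibody.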
HP1b binding inh: HTS for Inhibitors of HP1-beta Chromodomain Interactions with Methylated Histone Tails; Chromobox protein homolog 1 (Homo sapiens), P83916; AlphaScreen HP1-beta / biotin-H3K9me3 peptide binding; Potency, µM (top dose mostly 114 µM), inactives show at the top dose activity change, negative = inhibition, hits mostly inhibitors; 390,000 tested, 0.56% active; AID 540317, 2011; note: potency is the fitted concentration of half-maximal effect; nearly all actives have a fitted effect of over 70% in size; inactives centre near 23
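HP1-beta protein (50 nM final) preincubated 30 min at room temperature with biotinylated H3(1-18)K9me3 peptide (50 nM) in PBS pH 7.4, 0.01% Tween-20, then compound added for 30 min. AlphaScreen streptavidin donor/nickel chelate acceptor beads (10 ug/mL final), 30 min dark, luminescence read.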
JMJD2A Tudor inh: qHTS Assay for Inhibitors of JMJD2A-Tudor Domain | AlphaScreen JMJD2A-Tudor / H3K4me3 peptide binding | Potency, µM (doses to about 114 µM), for the others: at the highest dose activity change, negative = inhibition, usual class: inhibitors | 390,000 tested, 4.4% active | AID 504339, 2011; note: potency is the fitted concentration of half-maximal effect; % is set by controls: 0 for no effect and ±100 for the full control effect; nearly all actives have a fitted effect of over 50% in size
12-LOX inh: Primary qHTS assay for inhibitors of human arachidonate 12S-lipoxygenase (ALOX12): Round 2; Polyunsaturated fatty acid lipoxygenase ALOX12 (Homo sapiens), P18054; purified 12hLO, xylenol orange hydroperoxide absorbance; Potency, µM (highest dose often 108 µM), for inactives: at the highest dose activity change, negative = inhibition, hits mostly inhibitors; 580,000 tested, 1.1% active; AID 1671190, 2021; note: potency is the fitted concentration of half-maximal effect; % is set by controls: 0 for no effect and ±100 for the full control effect
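Purified human 12hLO (150 nM final) in 25 mM Hepes, 0.01% Triton X-100, pH 7.0 was preincubated 15 min at room temperature with compound. Then 40 uM arachidonic acid was added, 30 min. Hydroperoxide was read by Fe-XO absorbance ratio 573/405 nm.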
PI4K2A block: qHTS for small molecular inhibitors of PI4K2A. Phosphatidylinositol 4-kinase type 2-alpha (Homo sapiens), Q9BTU6. purified PI4K2A, ADP-Glo luminescence, 1 h; stronger effect = lower value. activity change, negative = inhibition, % at 76.9 µM. 420,000 tested, 0.13% active; in the data active = activity change below about -50%; inconclusive = mostly about -30% to -49%;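 note: -100% = wells without enzyme as full effect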
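Compounds are screened against recombinant PI4K2A using PI as substrate and ATP, the latter dispensed at 300 microM. Reactions run one hour at ambient temperature before ADP-Glo detection; full inhibition defined by wells lacking enzyme.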
RGS4 inh: Inhibitors of Regulator of G Protein Signaling (RGS) 4: qHTS. Regulator of G-protein signaling 4 (Homo sapiens), P49798. Transcreener GDP fluorescence polarization, RGS4-accelerated GTP hydrolysis. Potency, µM (titrated, usually from 114 µM), for the others: at the highest dose activity change, negative = inhibition, actives largely listed as inhibitors. 390,000 tested, 0.039% active; note: potency is the fitted concentration of half-maximal effect; % is set by controls: 0 for no effect and ±100 for the full control effect; nearly all actives have a fitted effect of over 75% in size; some results filed as inactive show a strong effect at the top dose
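MLSMR compounds (23 nl, pin-transferred) preincubated 10 min at room temperature with a 500nM (2x) first reagent, then RGS4 at 900nM (2x) plus Transcreener GDP mix added; fluorescence polarization (620/688 nm) read before and after 90 min at 30 °C.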
GLS inhibitor: qHTS for Inhibitors of Glutaminase (GLS); Glutaminase kidney isoform, mitochondrial (Homo sapiens), O94925; GLS enzymatic activity, qHTS titration; Potency, µM (doses to about 45.5 µM), for the others: at the highest dose activity change, negative = inhibition, hits mostly inhibitors; 410,000 tested, 0.21% active; AID 624170, 2012; note: potency is the fitted concentration of half-maximal effect; % is set by controls: 0 for no effect and ±100 for the full control effect
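Assay buffer: 45 mM KH2PO4 pH 8.2, 0.02% Tween-20. hKGA acts on L-glutamine (1 mM solution added); product glutamate is reported by an oxidase/peroxidase Amplex Red coupling, with fluorescence taken at baseline and 30 min.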
ERG Ets-DNA blk: qHTS for Small Molecule Inhibitors of the ERG Ets/DNA interaction. Transcriptional regulator ERG (Homo sapiens), P11308. fluorescence polarization, His-ERG Ets domain / labelled DNA. Potency, µM (series often up to 76.9 µM), inactives show top-dose FP activity, negative = inhibition, most hits filed as inhibitors. 370,000 tested, 0.028% active; active = well fitted inhibition curve with a large enough effect in the polarisation, with a control signal flat; inconclusive = small, poorly fitted or top-dose-only effect, or effect the other way, or a change in a side signal; inactive = no such curve, though single readings can be large or run the other way; the % refers to the polarisation;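 note: polarization taken with two DNA probes labelled with fluorescein and Texas red; potency is the fitted concentration of half-maximal effect; % of control where 0% means no effect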
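His-tagged ERG Ets domain (1 uM in the protein solution; 300mM KCl, 50mM Tris-HCl, 1mM EDTA, 1mM DTT, pH 7.5) received compound, then a probe mix of 5 nM fluorescein-DNA and 100nM Texas-615-DNA. Fluorescence polarization was read for both dyes.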
* = called active by the depositor; i = inactive; ? = inconclusive; nt = no result given; [ ] = dose if it differs, or a comment. Unless noted, calls come from the whole dose curve; as a rule, active = well fitted curve in the direction sought with a large enough effect; inconclusive = small, poorly fitted or top-dose-only effect, or another doubt; inactive = no such curve, though single readings can be large; an effect the other way counts as inactive or inconclusive. A portion of the library (hit frequency here may not be typical).

Values run as follows: BAZ2B block | G9a block | HP1b binding inh | JMJD2A Tudor inh | 12-LOX inh | PI4K2A block | RGS4 inh | GLS inhibitor | ERG Ets-DNA blk
CC(C(=O)NC1(C#N)CCCCC1)N(C)CC(=O)Nc1ccc(Cl)c(Cl)c1 (stereo not drawn)
 : 10% | 6%[59 µM] | 24% | -18% | -7% | 2 | 11% | -10% | 8%
COc1ccc(CN(Cc2ccccn2)S(=O)(=O)c2ccc(-n3cnnn3)c(OC)c2)cc1
 : -33% | 50µM* | 30% | -13% | 10% | -2 | 3% | 12% | nt
CCOC(=O)c1c(NC(=O)c2cccc(N3C(=O)CCC3=O)c2)sc2c1CCN(CC)C2
 : -16% | -18% | 21% | -28% | -10% | -9 | 12% | 8% | -13%
CCCCn1nc(CC(=O)O)c2ccccc2c1=O
 : 0% | 14% | 30% | -1% | 5% | 2 | 3% | 1% | 2%
Cc1nn(C)c(C)c1C(=O)NN
 : 9% | 4%[59 µM] | 14% | -6% | 20%[57.4 µM] | 0 | 57%[activator] | 30% | -4%
Cn1c(=O)n(C)c2cc(C(=O)Nc3ccc(Br)cc3)ccc21
 : 11% | -21% | 7% | -1% | -7% | -3 | -16% | -16% | -12%
Cc1cc(C)c2c(=O)[nH]c(SCC(=O)NCCc3ccccc3)nc2n1
 : 0% | -2%[59 µM] | 14% | -6% | 9% | 0 | 16% | -8% | nt
Cc1ccc(C(C)C)c(OCC(=O)N2CCOCC2)c1
 : 4% | 6%[12.7 µM] | 17% | -4% | -6% | 0 | 12% | -3% | -13%
CCN(CC)S(=O)(=O)c1cccc(NC(=O)C2SC(=Nc3ccc(C)cc3C)C(C(=O)NC(C)COC)=C2N)c1 (stereo not drawn)
 : -14% | ? | -4% | ? | nt | -10 | -34% | -1% | -4%
Cc1ccc(C(=O)Nc2cc3c(cc2Cl)OCCCO3)cc1
 : 7%[57.1 µM] | -3% | 40%[activator] | 15% | 192%[activator] | 1 | 11% | -3% | -6%
O=c1cc(C(F)(F)F)[nH]c(=S)n1-c1ccccc1
 : -26% | 8.9µM* | ? | 79µM* | ? | 0 | ? | 26% | 5%
CCC(=O)N1c2ccccc2CC1C(=O)NCCc1ccccc1 (stereo not drawn)
 : -1% | 25%[59 µM] | 4% | -19% | -23% | 7 | 14% | -11% | 1%
O=C(NC1CCCC1)C1CCC(CNS(=O)(=O)c2ccc(F)cc2)CC1 (stereo not drawn)
 : 2% | 66%[activator] | 82%[activator] | -19% | -15% | -3 | -26%[56.9 µM] | 2% | -7%
CCC(C(=O)NC1CCCC1)N(Cc1cccs1)C(=O)Cn1nnc(-c2ccc(OC)c(OC)c2)n1 (stereo not drawn)
 : 8% | -14%[59 µM] | 27% | -21% | -12% | 1 | -28% | -8% | nt
CS(=O)(=O)N(Cc1ccccc1)c1ccc(C(=O)Nc2ccc(Cl)cc2)cc1
 : 5% | 7%[59 µM] | 42%[activator] | -5% | ? | -2 | 6% | 5% | ?
CCOc1ccc(N(CC)S(=O)(=O)N2CCCC(C(=O)NCc3ccc(SC)cc3)C2)cc1 (stereo not drawn)
 : ? | -30%[59 µM] | 14% | -21% | -17% | -1 | 1% | 15% | -1%
COCCCNC(=O)CSc1ccc(Cl)cc1
 : -4% | 10%[59 µM] | 25% | -5% | -3% | -4 | -3% | -18% | 7%
Cc1ccc(N2CC(C(=O)N/N=C/c3sccc3C)CC2=O)cc1 (stereo not drawn)
 : -36% | -4%[59 µM] | 20% | -16% | 15% | 2 | 16% | -5% | -2%
OCCOCCOc1ccc(-c2nn[nH]n2)cc1
 : -30% | -21% | 30% | -18% | -7% | -5 | 21% | 4% | -11%
COc1cccc(COc2cc3ccccc3nc2C)c1
 : 82%[activator] | 151%[activator] | 65%[activator] | 77%[activator] | -14% | 7 | -17% | -9% | 12%

The list goes on:
Values run as follows: BAZ2B block | G9a block | HP1b binding inh | JMJD2A Tudor inh | 12-LOX inh | PI4K2A block | RGS4 inh | GLS inhibitor | ERG Ets-DNA blk
COc1ccc(S(=O)(=O)N2CCOC2CNC(=O)C(=O)NCCN2CCOCC2)cc1OC (stereo not drawn)
 : -6% | 1% | 17% | -5% | 0% | 2 | -4% | 11% | -3%
COC(=O)c1ccc(C23CC4(C2)[C@H](CN(CC2CCCCC2)[C@@H]4c2ccccc2)C3c2ccc(C(F)(F)F)cc2)cc1 (stereo partly drawn)
 : -3% | 20%[12.7 µM] | 49%[activator] | -25% | -13% | 3 | -1% | -9% | -7%
CC[N+](CC)(CCO)CCCN1C(=O)C2CC=C(Cl)CC2C1=O (stereo not drawn)
 : 4% | 14%[2.33 µM] | 50%[activator] | 7% | i | 1 | 18% | -3% | 5%
COc1ccc(-c2nc3cc(C)ccn3c2NC(=O)c2ccc(C)c(C)c2)cc1
 : -7% | -2%[59 µM] | 22% | -18% | -17% | -2 | -6% | 2% | -1%
Cc1c(C)[n+](=O)c(-c2ccc(Br)cc2)c(C)n1[O-]
 : -7% | nt | 40%[activator] | -4% | ? | 0 | 12% | 0% | -17%
Cc1ccc(C)c(Nc2nnc(-c3ccc(C)c(S(=O)(=O)NCC4CCCO4)c3)c3ccccc23)c1 (stereo not drawn)
 : -17% | -28%[59 µM] | 25% | -11% | -17% | -1 | -5% | 14% | -3%
Cc1csc(CCc2nc(C)cs2)n1
 : -9% | ? | 14% | -6% | 0% | -3 | -32% | -14% | 0%
O=C(NCCc1ccccc1F)[C@@H]1CSC2c3ccccc3C(=O)N21 (stereo partly drawn)
 : -5% | -12% | 20% | -14% | 0% | 0 | 3% | 10% | 3%
O=C(NCc1ccccn1)C1CCN(Cc2cnn(-c3ccccc3)c2-n2cccc2)CC1
 : 6% | 52%[activator][59 µM] | 19% | 16% | 1% | -3 | -41% | nt | 9%
CCOc1cc(/C=N/NC(=O)C(=O)Nc2cc(Cl)ccc2C)ccc1O
 : -7% | -8% | 23% | -8% | -2% | -22 | 6% | 11% | -5%
CC(C)=C1SC(N2CCN(c3cccc(C(F)(F)F)c3)CC2)=NC1=O
 : 4% | 7%[59 µM] | 10% | -15% | 0% | 0 | 17% | 6% | -11%
COCCNC(C(=O)Nc1ccc([N+](=O)[O-])cc1Br)c1ccccc1 (stereo not drawn)
 : ? | -12%[59 µM] | -14% | -35% | 9% | 2 | 26% | -1% | -8%
Nc1nc(COc2ccc(F)cc2Cl)nc(N2CCCCC2)n1
 : 3% | 3% | 36% | -14% | 5% | -1 | 16% | -4% | 0%
CCOC(=O)Cc1csc(NC(=O)CN2CCN(c3ccccc3)CC2)n1
 : -6% | -7%[0.501 µM] | 25% | -10% | 0% | -1 | 20% | 10% | -17%
CC(=O)Oc1ccc(N(C(C)=O)S(=O)(=O)c2cccs2)c2ccccc12
 : -24% | 13µM* | 2% | -14% | -18% | -7 | -21% | -2% | 6%
Cc1cccc(C)c1NC(=O)N1CCC(n2cnc3ccccc32)CC1
 : -6% | -9%[12.7 µM] | 65%[activator] | -10% | 0% | 4 | -20% | -9% | -8%
CCC(Sc1nc(N)cc(=O)[nH]1)C(=O)NC(C(=O)OC)c1ccccc1 (stereo not drawn)
 : 10% | -1%[59 µM] | 26% | -8% | 119%[activator] | 2 | 11% | 13% | 0%
CCOC(=O)c1[nH]c2ccc(OC)cc2c1NC(=S)N1CCN(c2ccc(F)cc2)CC1
 : -3% | -3% | 44%[activator] | -1% | 16% | 0 | -22% | 2% | 8%
CCOc1ccc2c(c1)C(c1ccc(C)cc1)=NNC(c1ccc(C)cc1)=N2
 : ? | -30%[59 µM] | 11% | -15% | 0% | 9 | -7% | -3% | -3%
COc1ccc(CCNC(=O)CS(=O)(=O)c2cn(CC(=O)N3CCCC3)c3ccccc23)cc1OC
 : nt | 50µM* | 50%[activator] | -2% | 6% | 4 | -13% | -2% | 2%

(cont.)
Values run as follows: BAZ2B block | G9a block | HP1b binding inh | JMJD2A Tudor inh | 12-LOX inh | PI4K2A block | RGS4 inh | GLS inhibitor | ERG Ets-DNA blk
Cc1ccnc(SCC(=O)n2c3c(c4ccccc42)CC(C)CC3)n1 (stereo not drawn)
 : -7% | 26% | 23% | -11% | 6% | 11 | -26% | 6% | -4%
CCOC(=O)C1CCN(S(=O)(=O)c2cccc3nonc23)CC1
 : 10% | -8%[12.7 µM] | 14% | -6% | 0% | 4 | 18% | 13% | 12%
CC1(C)CC(=O)C(C=NCCN2CCN(C(=S)Nc3ccc(F)cc3)CC2)=C(O)C1
 : 3% | 56%[activator][12.7 µM] | 57%[activator] | -13% | 14% | 2 | -23% | 0% | 2%
c1ccc(N2CCN(Cc3nc4ccccc4[nH]3)CC2)nc1
 : 1% | -23% | 31% | -13% | ? | -2 | 20% | -4% | 9%
